High-throughput results from PubChem.
Polio RdRp inh: inhibitors of poliovirus RNA polymerase binding and polymerization | hit rate 0.66% among 150,000 | poliovirus polymerase elongation, fluorescence polarization; hits give low values | AID 588519 | % elongation, % (compound at 16.7 µg/mL); in the data active = % elongation below about 90%; note: some results filed as inactive read as strong as hits
Target sequence (P03300 1749-2209 limits assumed): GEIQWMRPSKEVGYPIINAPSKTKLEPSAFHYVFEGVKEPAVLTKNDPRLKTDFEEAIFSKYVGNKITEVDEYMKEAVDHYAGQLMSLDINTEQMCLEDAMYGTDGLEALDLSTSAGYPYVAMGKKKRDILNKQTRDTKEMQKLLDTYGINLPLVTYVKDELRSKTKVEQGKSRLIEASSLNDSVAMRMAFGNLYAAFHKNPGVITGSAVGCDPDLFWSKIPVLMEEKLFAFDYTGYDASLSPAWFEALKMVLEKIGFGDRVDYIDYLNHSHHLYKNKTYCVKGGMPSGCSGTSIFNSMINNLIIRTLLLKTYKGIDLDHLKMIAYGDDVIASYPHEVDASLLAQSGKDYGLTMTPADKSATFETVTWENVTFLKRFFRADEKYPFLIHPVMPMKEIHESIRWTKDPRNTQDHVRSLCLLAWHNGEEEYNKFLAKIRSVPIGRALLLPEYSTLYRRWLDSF
Polio RdRp inh FP z-score: further read-out of Polio RdRp inh, marked with its call; z-score; measured here: FP z-score; hits read low
Starred values were filed as active, the others as inactive; & = joins results of further samples.

Start of the data: the first two records as a preview:
SMILES	Polio RdRp inh	Polio RdRp inh FP z-score
CCCCn1c(=O)c(C(=O)NC)c(O)c2ccccc21	100.0	-0.3
CCCn1c(N2CCN(CC(=O)Nc3ccc(Cl)cc3)CC2)nc2ccccc21	100.0	-0.4

The list itself, previewed entries included:
SMILES	Polio RdRp inh	Polio RdRp inh FP z-score
CCCCn1c(=O)c(C(=O)NC)c(O)c2ccccc21	100.0	-0.3
CCCn1c(N2CCN(CC(=O)Nc3ccc(Cl)cc3)CC2)nc2ccccc21	100.0	-0.4
CCc1ccc(Oc2c(C(F)(F)F)oc3c(CN4CCN(CC)CC4)c(O)ccc3c2=O)cc1	100.0	-0.7
CC(CO)NC(=O)C1C=C2c3cccc4[nH]cc(c34)C[C@H]2N(C)C1 (some centres not stated)	98.0	-0.5
CCN(C(=O)Cn1cc(C(F)(F)F)ccc1=O)C1=CCCC1	98.0	-0.3
Cc1ccc(C)c(NS(=O)(=O)c2ccc3c4c(cccc24)C(=O)N3)c1	103.0	0
O=C(NCC1CCCO1)c1cc2sccc2n1Cc1ccc(F)cc1 (configuration not stated)	106.0	1.4
COc1ccc(Cl)cc1-n1c(SCc2cccc(Cl)c2)nnc1-c1cc2occc2n1C	104.0	0.6
CCn1c(C)c(C)c2cc(C(=O)NCc3ccc(F)cc3)ccc21	112.0	1.1
COc1ccc(-c2nnc(SCC(=O)NCc3ccc(OC)c(OC)c3)n2N)cc1	103.0	0.3
O=C(Nc1ccccc1C(F)(F)F)C1CCN(S(=O)(=O)c2ccccc2)CC1	104.0	-0.1
CC1(C)COC(N(C(=O)NC2CCCCC2)c2cccc(Cl)c2)=N1	100.0	-0.2

Next part, overlapping the part above by 5 compounds.
SMILES	Polio RdRp inh	Polio RdRp inh FP z-score
COc1ccc(Cl)cc1-n1c(SCc2cccc(Cl)c2)nnc1-c1cc2occc2n1C	104.0	0.6
CCn1c(C)c(C)c2cc(C(=O)NCc3ccc(F)cc3)ccc21	112.0	1.1
COc1ccc(-c2nnc(SCC(=O)NCc3ccc(OC)c(OC)c3)n2N)cc1	103.0	0.3
O=C(Nc1ccccc1C(F)(F)F)C1CCN(S(=O)(=O)c2ccccc2)CC1	104.0	-0.1
CC1(C)COC(N(C(=O)NC2CCCCC2)c2cccc(Cl)c2)=N1	100.0	-0.2
O=C(COc1ccccc1)OCc1cc(=O)n2nc(-c3cccs3)sc2n1	97.0	-1.9
O=C(COC(=O)Cn1cnc2ccccc21)Nc1ccccc1	105.0	0.3
Cn1c(Cc2ccccc2)nnc1SCC#N	103.0	0.3
COc1ccc(S(=O)(=O)Nc2cc(-c3cn4ccc(C)cc4n3)ccc2C)cc1OC	105.0	-0.3
CC1(C)C2CC=C(CN3CCC(O)CC3)C1C2 (configuration not stated)	101.0	0.5
O=C(CSCc1cnn(-c2ccccc2)c1-n1cccc1)NCCc1ccccc1	99.0	-1.5
CCOc1ccc(C(=O)c2cn(CC(=O)Nc3ccc(F)cc3)c3cc4c(cc3c2=O)OCCO4)cc1	103.0	-0.9
CN(C)S(=O)(=O)c1ccc(C(=O)NC(=O)CSc2nnc(C3CC3)n2-c2ccccc2)cc1	104.0	0.1
COC(=O)c1sc2ncn(-n3cccc3)c(=O)c2c1C	108.0	0.7
O=C(OCc1ccccc1)c1ccncc1	103.0	0.6
O=C(Nc1nnc(-c2ccccc2)o1)Nc1ccccc1Cl	101.0	-0.5
CCOCCCNC(=O)c1c(NC(=O)Cc2coc3c(C)c(C)ccc23)sc2c1CCC2	116.0	0.1

(list continues)
SMILES	Polio RdRp inh	Polio RdRp inh FP z-score
Cc1ccc(C2C(N)C(=O)N2c2ccc(C)cc2)cc1 (configuration not stated)	104.0	0.6
CN(C)C1(CNC(=S)NC2CCCCC2)CCCCC1	99.0	-0.5
N#Cc1c(-c2ccccc2)no[n+]1[O-]	93.0*	-1.4*
C=CCn1c(=O)c(C(=O)NCC2CCCN2CC)c(O)c2cc(OC)c(OC)cc21 (configuration not stated)	102.0	0.1
Nc1nc(SCC(=O)Nc2ccccc2)ncc1S(=O)(=O)c1ccccc1	104.0	1
CCOc1ccc(CC(=O)NCc2ccc3c(c2)CCN3C(=O)c2ccccc2)cc1OCC	111.0	1.1
COc1ccc2c(C=NC(C)(C)C)c(O)n(Cc3ccccc3)c(=O)c2c1	104.0	0.3
CCOc1cccc2cc(C(=O)Nc3nccs3)c(=Nc3ccc(C)c(C)c3)oc12	102.0	0
C=CCNc1nnc(SCC(=O)NC2CCS(=O)(=O)C2)s1 (configuration not stated)	100.0	-0.3
O=C(CCC1CCCC1)NCc1nc(-c2ccccc2)no1	104.0	0
CCn1c(=N)c(C(N)=O)cc2c(=O)n3ccccc3nc21	104.0	0.6
Cc1c(C(=O)N2CCC(C(=O)Nc3ccc(F)c(Cl)c3)CC2)sc2nc[nH]c(=O)c12	106.0	-0.3

Following part
SMILES	Polio RdRp inh	Polio RdRp inh FP z-score
COc1ccc(-c2nnc(SCc3nc4ccccc4c(=O)n3CC#N)o2)cc1	139.0	5.1
CC1C(=O)CC(c2ccccc2)OC1c1ccccc1 (configuration not stated)	101.0	0.4
Fc1ccc(Nc2nc3ccccc3c3nncn23)c(Cl)c1	109.0	1.2
CC(C)OC(=O)c1c(NC(=O)c2cc3nc(-c4ccccc4)cc(C(F)(F)F)n3n2)sc2c1CCCC2	93.0	-2.2
O=C(Nc1ccc(N2CCC(c3ccccc3)C2)c(C(=O)O)c1)c1ccc(Cl)cc1 (configuration not stated)	106.0	-0.3
O=C(NCCc1ccccc1Cl)c1ccc(Cn2c(=O)c3cccn3c3cccnc32)cc1	107.0	0
COc1ccc(C2=NN(CCC(=O)NCCc3ccccc3)C(=O)CC2)cc1	103.0	-0.5
Cc1ccccc1OCC(=O)N1CCC(c2nc3ccccc3s2)CC1	106.0	-0.1
Cc1cccc(NC(=O)CSc2nnc3scc(-c4ccccc4)n23)c1	103.0	-0.7
CC(C)(C)C(O)(CCc1ccccc1)Cn1cncn1 (configuration not stated)	95.0	-0.8
COc1ccc(-c2cc(N)n[nH]2)c(OC)c1	102.0	0.5
Cc1ccc2oc(C(=O)Nc3nc(-c4ccc(F)cc4)ns3)c(C)c2c1	104.0	-0.5

(cont.)
SMILES	Polio RdRp inh	Polio RdRp inh FP z-score
O=C(Nc1ccccc1C(=O)NCc1ccccc1)c1ccco1	104.0	0.4
Cc1onc(-c2c(Cl)cccc2Cl)c1C1=NCCO1	99.0	-0.5
COC(=O)c1ccc(NC(=O)CC2C(=O)N(c3cccc(F)c3)C(=O)N2CC(C)C)cc1 (configuration not stated)	99.0	-0.7
COC(=O)CN(c1ccccc1)S(=O)(=O)c1ccc(OC)cc1	103.0	0.5
O=C(N1CCCCC1)C1(c2ccccc2)CCOCC1	101.0	-0.1
Cc1cc(C)nc(NS(=O)(=O)c2ccc(NC(=O)c3ccc(N4C(=O)CCC4=O)cc3)cc2)n1	99.0	-0.6
Cc1cc(C)cc(NS(=O)(=O)c2ccc3c(c2)OCCN3C(=O)c2ccco2)c1	102.0	0
CCS(=O)(=O)c1nc(S(=O)(=O)c2ccc(C)cc2)c(NCc2ccccc2Cl)s1	107.0	-0.1
Cc1sc2nc(CN3CCCC3)nc(N3CCC(C(N)=O)CC3)c2c1C	103.0	0.2
Cc1c(Cl)cccc1NC(=O)c1cc(-c2cccs2)on1	102.0	-0.1
COc1ccc(C(=O)N2CCC(Cc3ccccc3)CC2)cc1OC	107.0	0.5
S=c1nc[nH]c2ccccc12	105.0	0.3

Later entries:
SMILES	Polio RdRp inh	Polio RdRp inh FP z-score
CCOC(=O)c1ccc(CC(=O)c2cc(CC)c(O)cc2O)o1	103.0	0.6
CC1CCN(CN2CC(Cn3c4ccccc4c4ccccc43)OC2=O)CC1 (configuration not stated)	98.0	-0.7
O=C(Nc1ccccc1I)C1CC(=O)N(c2ccccc2)C1 (configuration not stated)	103.0	-0.1
N#Cc1ccc(-c2cccc(C(F)(F)F)c2)o1	102.0	1
CC(=O)N1CCc2cc(S(=O)(=O)NC(CC(C)C)C(=O)NCc3ccc(Cl)cc3)ccc21 (configuration not stated)	104.0	1
CC(C)CCn1c(=O)c2ccccc2n2c(COC(=O)c3ccc(S(=O)(=O)N(C)C)cc3)nnc12	103.0	-0.5
Cc1ccc(N2CCN(c3nc4ccccc4c4nnc(C)n34)CC2)c(C)c1	97.0	-1.5
CCc1cccc(NC(=O)C2Cc3ccccc3N2C(=O)c2ccccc2)c1 (configuration not stated)	105.0	-0.3
CC(=O)Nc1ccc(C)cc1-c1nc2ccccc2n(CC(=O)c2ccc(Cl)cc2)c1=O	110.0	0.6
COc1cc(NC(=O)N2CCc3c(sc4c3CCCC4)C2c2ccccc2)cc(OC)c1OC (configuration not stated)	106.0	0
O=C(CSc1nncn1-c1ccccc1)Nc1c(F)c(F)c(F)c(F)c1F	102.0	0.1
C[C@@]1(C2CCCC2)Cc2cc(OCC(=O)O)c(Cl)c(Cl)c2C1=O	98.0&99.0	-1&-0.3

Other compounds follow.
SMILES	Polio RdRp inh	Polio RdRp inh FP z-score
CCOC(=O)c1ccc(-n2c(N)c(C(=O)N3CCCC3)sc2=S)cc1	99.0	-0.9
ON=C1C2CC3CC(C2)CC1C3	103.0	0.4
CC1(C)Cc2ccccc2C(c2sc3nc4c(cc3c2N)CCCCC4)=N1	106.0	0.5
CCCN1C(=O)/C(=N\OCC(=O)N2CCC(C)CC2)c2ccccc21	103.0	0.3
CCCCn1c(SCc2ccccc2C)nc2ccsc2c1=O	109.0	0.7
CC(C)c1nc(N(C)S(C)(=O)=O)nc(-c2ccc(F)cc2)c1/C=C/[C@@H](O)C[C@@H](O)CC(=O)O	100.0	0.1
COc1cc(-c2nnc(NC(=O)CS(=O)(=O)c3ccc(Cl)cc3)o2)cc(OC)c1OC	106.0	1.2
CCOc1ccc(S(=O)(=O)N=C2C=CC(=O)C=C2)cc1	99.0	-0.3
CCOC(=O)c1ccc(Nc2nc(C(=O)OCC)nc3ccccc23)cc1	102.0	0
COc1ccc(-c2nsc(SCC(=O)N3CCCC3)n2)cc1	96.0	-2.1
CCCN(C(=O)Cn1cnc2sc(C)c(S(=O)(=O)N3CCN(c4ncccn4)CC3)c2c1=O)c1cccc(C)c1	108.0	0.7
Cc1ccc(NC(=O)c2snnc2C)cc1	101.0	-0.5

The list goes on.
SMILES	Polio RdRp inh	Polio RdRp inh FP z-score
Cc1ccc(S(=O)(=O)Cc2ccc(C(=O)N3CCN(Cc4ccccc4)CC3)o2)cc1	100.0	-0.6
CC1=NNC(=O)C1CC(=O)N/N=C/C=C/c1ccccc1 (configuration not stated)	101.0	0
CC(=O)Nc1ccc2c(COC(=O)Cc3ccc4c(c3)OCCO4)cc(=O)oc2c1	100.0	-0.3
Cc1ccc(N2CCN(C(=O)c3sc4nc5n(c(=O)c4c3C)CCCC5)CC2C)cc1 (configuration not stated)	103.0	0.6
CC(=O)N1c2ccccc2C(=O)C1N1CCN(c2ccc(Cl)cc2)CC1 (configuration not stated)	109.0	0.5
CC(C)(C)c1ccc(-c2nnc(-c3ccccc3NC(=O)CCC(=O)O)o2)cc1	98.0	-1.1
CC(=O)N(Cc1ccccc1)Cc1cc2cc(C)ccc2n2nnnc12	101.0	-0.4
O=S(=O)(c1ccc(N2CCCCC2)cc1)C(F)(F)F	102.0	0.3
CCOC(=O)c1c(O)c2c([nH]c1=O)CCCC2	105.0	0.2
N#C/C(=C\c1cnc2ccccc2n1)S(=O)(=O)c1ccccc1	91.0	-4.5
CC12CCC(=O)N1C(C(=O)N1CCN(c3ccccc3)CC1)CS2 (configuration not stated)	101.0	-0.3
O=C1CC(N2CCC(c3nc4ccccc4[nH]3)CC2)C(=O)N1 (configuration not stated)	103.0	0.3

Next part
SMILES	Polio RdRp inh	Polio RdRp inh FP z-score
COc1ccccc1NC(=O)N1CCN(c2nnc(C)c3c(C)n(-c4ccccc4)nc23)CC1	92.0	-1.7
CSc1ncc(C(=O)Nc2cccnc2)c(C(F)(F)F)n1	99.0	-1.5
CC(C)=NNCOc1ccc(OCc2ccccc2)cc1	102.0	0.1
O=C(NCc1cccs1)c1ccc(CSc2nc3cccnc3n2Cc2ccccc2)cc1	113.0	0.5
O=C(CCC1=NS(=O)(=O)c2cc(Br)cnc2N1)N1CCOCC1	100.0	-0.4
O=C(NCCC1CCCCC1)N1CCN(c2ccccc2)CC1	103.0	0.3
C=C(C)c1cccc(C(C)(C)NC(=O)N2CC(C)OC(C)C2)c1 (configuration not stated)	103.0	0.4
Cc1c(NC(=O)c2ccc(Br)o2)cccc1-c1nc2ccccc2o1	104.0	-0.1
O=C1Cc2ccccc2N1c1c(Cl)cccc1Cl	103.0	0.5
Cc1c(Cl)cccc1NC(=O)c1oc2ccc(S(=O)(=O)N3CCC4(CC3)OCCO4)cc2c1C	105.0	-1.4
O=C(OCC(=O)N1CCCC1)c1ccccc1O	103.0	0.7
CC1CCCCC1NC(=O)c1ccc2c(=O)n(CCCN3CCCC3=O)c(=S)[nH]c2c1 (configuration not stated)	104.0	0.6

Continued:
SMILES	Polio RdRp inh	Polio RdRp inh FP z-score
Cc1c(C)c(/C=N/O)c(C)c(C)c1/C=N/O	101.0	-0.2
O=C1CC(N2CCN(Cc3ccccc3)CC2)C(=O)N1 (configuration not stated)	102.0	0.3
CCn1nc(C(=O)NC23CC4CC(CC(C4)C2)C3)c2ccccc2c1=O	107.0	0.6
Cc1cc(CNC(=O)Nc2ccc3c(c2)OCO3)c(C)n1-c1ccc(F)cc1	100.0	-0.5
CCCc1ccc(S(=O)(=O)N2CCC(c3ccc(=O)n(-c4ccccc4)n3)CC2)cc1	100.0	-1.9
CC(=S)/C=C1\Sc2ccccc2N1C	101.0	-0.3
CN(Cc1ccccc1)C(=O)Cn1c(=O)c2cccn2c2cccnc21	101.0	-0.3
O=C(NCCCN1CCCC1)c1csc2c1CCCCC2	102.0	-0.1
c1ccc(-c2nc(NC3CCCCC3)s[n+]2-c2ccccc2)cc1	100.0	-0.5
CCc1ccc(N2CCN(S(=O)(=O)N(C)C)CC2)cc1	103.0	0.4
COC(=O)c1scc(S(=O)(=O)C(C)(C)C)c1-n1cccc1	104.0	-0.3

These rows are one share of the data (hit frequency here may not be typical).
